Diaph inh CS: diaphorase inhibition or chemical oxidation counter-screen. diaphorase resazurin-to-resorufin fluorescence, NADH, 16 min; bacterial (C. kluyveri) enzyme, not human. inhibition, % at 20 µM. actives 0.69% (n = 190,000). AID 1217;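 active = primary screen inhibition at 20 µM above a set limit, cut at about 50% in these data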;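 note: plate controls were DMSO with full reaction for no effect and wells lacking NADH for full effect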
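Assay system: diaphorase enzyme from Clostridium kluyveri; Input: enzyme working solution with 0.14 U/mL diaphorase; Timing: 16 min at room temperature; Technique: resorufin fluorescence, excitation 544 nm, emission 590 nm; Benchmarks: positive control minus NADH, DMSO neutral control.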
FLuc inhib CS: inhibits firefly luciferase, flagging false hits in luciferase inhibition screens. P08659. AID 1006. ATPLite firefly luciferase biochemical luminescence, 10 min. inhibition, % at 10 µM. actives 1.5% (n = 200,000);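 active = inhibition above about 50% when tested at 10 µM, limit read from the data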
TLR4-MyD88 BLA: blocks binding of human TLR4 to MyD88 | O00206+Q99836 | AID 861 | actives 0.18% (n = 200,000) | HeLa CL3-4 TLR4/MyD88 BLA complementation, FRET ratio | inhibition, % at 8.4 µM; in the data active = inhibition above about 25%;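 note: 0% = vehicle and 100% = reference inhibitor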
Target sequence (O00206 whole entry, looked up): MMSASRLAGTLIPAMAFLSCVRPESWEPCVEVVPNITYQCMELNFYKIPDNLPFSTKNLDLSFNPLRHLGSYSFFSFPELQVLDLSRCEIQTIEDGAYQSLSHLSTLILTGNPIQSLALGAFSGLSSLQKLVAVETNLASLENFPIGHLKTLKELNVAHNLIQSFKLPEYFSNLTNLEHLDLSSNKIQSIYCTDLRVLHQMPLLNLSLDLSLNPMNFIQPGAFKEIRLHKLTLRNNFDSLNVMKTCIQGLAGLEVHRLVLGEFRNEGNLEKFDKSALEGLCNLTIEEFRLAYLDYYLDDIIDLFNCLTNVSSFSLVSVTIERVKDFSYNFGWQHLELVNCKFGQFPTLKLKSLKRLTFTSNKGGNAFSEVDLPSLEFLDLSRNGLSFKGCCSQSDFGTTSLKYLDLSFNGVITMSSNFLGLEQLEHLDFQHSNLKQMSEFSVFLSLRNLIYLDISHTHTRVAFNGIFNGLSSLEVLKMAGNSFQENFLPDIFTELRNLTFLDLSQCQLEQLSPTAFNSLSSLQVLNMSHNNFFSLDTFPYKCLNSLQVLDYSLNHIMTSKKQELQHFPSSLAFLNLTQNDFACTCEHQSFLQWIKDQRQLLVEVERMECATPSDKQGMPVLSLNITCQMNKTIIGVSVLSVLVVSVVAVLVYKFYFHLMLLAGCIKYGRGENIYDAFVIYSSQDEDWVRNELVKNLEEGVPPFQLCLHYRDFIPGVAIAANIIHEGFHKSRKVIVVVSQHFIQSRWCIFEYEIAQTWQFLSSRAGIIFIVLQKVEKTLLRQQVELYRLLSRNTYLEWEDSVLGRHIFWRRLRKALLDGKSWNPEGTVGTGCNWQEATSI
Target sequence (Q99836 whole entry, looked up): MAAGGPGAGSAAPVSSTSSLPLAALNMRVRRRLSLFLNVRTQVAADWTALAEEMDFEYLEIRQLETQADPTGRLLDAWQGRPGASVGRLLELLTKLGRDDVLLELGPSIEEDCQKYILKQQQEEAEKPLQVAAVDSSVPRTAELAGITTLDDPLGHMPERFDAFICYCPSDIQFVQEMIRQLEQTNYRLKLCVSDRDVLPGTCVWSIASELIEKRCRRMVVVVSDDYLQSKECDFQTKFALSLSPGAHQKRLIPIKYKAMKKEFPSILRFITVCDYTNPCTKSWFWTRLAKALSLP
APP transl inh: APP translation inhibition; SH-SY5Y APP 5'UTR-luciferase reporter, luminescence; inhibition, % at 2 µM; actives 0.82% (n = 190,000); AID 1285;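 active = inhibition above a set limit, derived from the sample mean plus 3 SD, cut at about 45% in these data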; note: values of inactives mirror those of a sister screen read the other way
FLuc stim CS: firefly luciferase counter-screen for stimulation assays | P08659 | ATPlite luciferase biochemical, luminescence, 10 min; 0 = ATP-free wells, 1 = DMSO control | activation factor at 10 µM | 200,000 tested, under 10 active;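 active = luciferase activation factor, scaled between plate controls, of at least 2 with compound at 10 µM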
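Assay system: Luciferase/luciferin detection reagent, cell-free biochemical luciferase assay / Read-out: luciferase activation / Benchmarks: No-ATP low control, compound-free enzyme-plus-ATP high control / Medium: PBS buffer for ATP / Detection: luminescence measurement of luciferase light output / Schedule: 10 min at ambient temperature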
APP 5'UTR act: activates APP 5'UTR luciferase reporter; SH-SY5Y APP 5'UTR luciferase reporter, luminescence; zero percent = DMSO vehicle wells; actives 1% (n = 190,000); AID 1276; activation, % at 2 µM;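 active = activation above a set limit, based on mean plus 3 SD of controls, cut at about 140% in these data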; note: values of inactives mirror those of a sister screen read the other way
STAT1 activator: activators of IFN-gamma induced STAT1 signaling; NIH 3T3 STAT1-luciferase reporter, luminescence; 100% = IFN-gamma alone, no compound; AID 932; activation (% of control), % at 5.5 µM; actives 2.6% (n = 200,000);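 active = activation above the screen-wide mean activation plus 3 SD, cut at about 130% in these data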;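 note: raw ratio to IFN-gamma control signal so 100% means no change and 0% no light; values of inactives mirror those of a sister screen read the other way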
NF-kB expr up: NF-kB expression increase, human neuronal cells; NF-kB reporter expression; hits give high values; fold change at 12.5 µM; actives 1.6% (n = 190,000); in the data active = fold change above about 3.3
Diaph act CS: diaphorase activation or chemical reduction counter-screen; Diaphorase/resazurin coupled assay, resorufin fluorescence, 16 min; hits give high values; 1 = vehicle wells, 0 = NADH-free wells; activation factor at 20 µM; actives 0.005% (n = 190,000); AID 1229;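 active = diaphorase activity raised at least twofold by the compound at 20 µM; inactive = activation factor below 2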
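test system = bacterial diaphorase enzyme (C. kluyveri) | quantity = enzyme 0.07 U/mL final | reagent = NADH substrate 0.114 mM plus resazurin dye 0.1 mM, final | incubation = 16 min enzyme reaction, ambient temperature | buffer or medium = HEPES pH 7.4 buffer with MgCl2 and Tween 20 | signal = fluorescence of resorufin, 544 nm excitation, 590 nm emission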
G6PDH counter: counter-screen for G6PDH assay hits: L. mesenteroides G6PDH inhibition; Purified L. mesenteroides G6PDH, diaphorase/resazurin coupled fluorescence, 45 min; inhibition, % at 5 µM; actives 0.12% (n = 200,000); AID 1020; in the data active = inhibition above about 50%
* marks the source's active call; other numbers are inactive results.

The first 13 records, ahead of the listing:
cpd	smiles	Diaph inh CS	FLuc inhib CS	TLR4-MyD88 BLA	APP transl inh	FLuc stim CS
1	CCC(=O)Nc1cc(NC(=O)CSc2nnc(C(C)C)n2CC)ccc1C	4	0	0	-1	1
2	COc1ccc(NC(=S)N(Cc2ccc(Cl)cc2)Cc2ccc(C(=O)O)cc2)cc1Cl	19	-3	-20	-21	1
3	COc1cc(/C=C2\N=C3CCCCCN3C2=O)ccc1O	8	19	-20	-15	0.8
4	O=C1c2ccccc2-n2c1nc1ccccc1c2=O	17	3	6	2	1
5	CCC(CC)C(=O)Nc1cccc(C(=O)N2CCOCC2)c1	-7	3	-9	-6	1
6	CN(C)CCCNC(=O)CC(c1ccccc1)c1ccccc1O (centres undefined)	3	-4	-13	-8	1
7	Cc1occc(=O)c1OC(=O)Nc1ccccc1	5	-3	-6	7	1
8	CCCN(CCO)Cc1ccc(F)c(Br)c1	7	-7	-3	-14	1.1
9	N#CCSc1nnc(COc2ccccc2)n1-c1ccccc1	2	-6	-4	7	1.1
10	CN(C(=O)C1CCCO1)c1nnc(-c2ccccn2)s1 (centres undefined)	-9	16	2	-2	0.8
11	COc1cc(NC(=O)c2ccc3c(c2)OCO3)ccc1NC(=O)C(C)C	11	6	13	-16	0.9
12	O=C(COC(=O)[C@@H]1CC(O)CN1S(=O)(=O)c1ccc2c(c1)OCCO2)Nc1ccccc1F (some centres undefined)	5	-9	-5	-28	1.1

cpd	APP 5'UTR act	STAT1 activator	NF-kB expr up	Diaph act CS	G6PDH counter
1	1	104	0.85	1	6
2	21	103	1	0.8	3
3	15	101	1.6	0.9	9
4	-2	122	0.69	0.8	20
5	7	89	1.4	1.1	-4
6	8	103	1.1	1	6
7	-7	101	1.4	0.9	14
8	14	100	1.4	0.9	8
9	-7	104	1.1	1	5
10	2	125	1.4	1.1	6
11	16	107	1.4	0.9	9
12	28	99	1.2	1	-5

cpd	smiles	Diaph inh CS	FLuc inhib CS	TLR4-MyD88 BLA	APP transl inh	FLuc stim CS
13	O=C(Nc1ccc(Br)cc1Cl)Nn1cnnc1	26	-3	14	-8	1

cpd	APP 5'UTR act	STAT1 activator	NF-kB expr up	Diaph act CS	G6PDH counter
13	8	101	0.96	0.7	-12

The list itself, from the first entry:
cpd	smiles	Diaph inh CS	FLuc inhib CS	TLR4-MyD88 BLA	APP transl inh	FLuc stim CS
1	CCC(=O)Nc1cc(NC(=O)CSc2nnc(C(C)C)n2CC)ccc1C	4	0	0	-1	1
2	COc1ccc(NC(=S)N(Cc2ccc(Cl)cc2)Cc2ccc(C(=O)O)cc2)cc1Cl	19	-3	-20	-21	1
3	COc1cc(/C=C2\N=C3CCCCCN3C2=O)ccc1O	8	19	-20	-15	0.8
4	O=C1c2ccccc2-n2c1nc1ccccc1c2=O	17	3	6	2	1
5	CCC(CC)C(=O)Nc1cccc(C(=O)N2CCOCC2)c1	-7	3	-9	-6	1
6	CN(C)CCCNC(=O)CC(c1ccccc1)c1ccccc1O (centres undefined)	3	-4	-13	-8	1
7	Cc1occc(=O)c1OC(=O)Nc1ccccc1	5	-3	-6	7	1
8	CCCN(CCO)Cc1ccc(F)c(Br)c1	7	-7	-3	-14	1.1
9	N#CCSc1nnc(COc2ccccc2)n1-c1ccccc1	2	-6	-4	7	1.1
10	CN(C(=O)C1CCCO1)c1nnc(-c2ccccn2)s1 (centres undefined)	-9	16	2	-2	0.8

cpd	APP 5'UTR act	STAT1 activator	NF-kB expr up	Diaph act CS	G6PDH counter
1	1	104	0.85	1	6
2	21	103	1	0.8	3
3	15	101	1.6	0.9	9
4	-2	122	0.69	0.8	20
5	7	89	1.4	1.1	-4
6	8	103	1.1	1	6
7	-7	101	1.4	0.9	14
8	14	100	1.4	0.9	8
9	-7	104	1.1	1	5
10	2	125	1.4	1.1	6

Going on with the list.
cpd	smiles	Diaph inh CS	FLuc inhib CS	TLR4-MyD88 BLA	APP transl inh	FLuc stim CS
11	COc1cc(NC(=O)c2ccc3c(c2)OCO3)ccc1NC(=O)C(C)C	11	6	13	-16	0.9
12	O=C(COC(=O)[C@@H]1CC(O)CN1S(=O)(=O)c1ccc2c(c1)OCCO2)Nc1ccccc1F (some centres undefined)	5	-9	-5	-28	1.1
13	O=C(Nc1ccc(Br)cc1Cl)Nn1cnnc1	26	-3	14	-8	1
14	CC(C)C(=O)N1CCN(c2ccc(NC(=O)c3ccc([N+](=O)[O-])o3)cc2Cl)CC1	14	-4	17	96*	1
15	Cc1ccc2cccc(Oc3ncnc4sc(C)c(C)c34)c2n1	29	-9	-5	-9	1.1
16	O=C(NCc1ccco1)[C@@H]1CCCN1C(=O)c1cccs1	13	-6	-6	4	1.1
17	CCOc1ccc(C2C(C#N)=C(N)Oc3nc[nH]c(=O)c32)cc1OC (centres undefined)	13	-11	2	16	1.1
18	Cc1ccc(CNC(=O)CSc2nc3ccsc3c(=O)n2Cc2ccccn2)cc1	6	-4	1	-24	1
19	C/C(=N\NS(=O)(=O)c1ccccc1)c1cccc(NC(=O)c2cccc(Cl)c2)c1	24	-2	-5	-11	1
20	COc1ccc2c(c1)CCc1c(C(=O)N3CCCC3)noc1-2	16	13	-9	-63	0.9

cpd	APP 5'UTR act	STAT1 activator	NF-kB expr up	Diaph act CS	G6PDH counter
11	16	107	1.4	0.9	9
12	28	99	1.2	1	-5
13	8	101	0.96	0.7	-12
14	-96	153*	0.15	0.9	-2
15	9	93	0.91	0.7	-5
16	-5	100	1.4	0.9	-2
17	-15	101	1.1	0.9	3
18	24	98	1	0.9	3
19	11	98	1	0.8	-22
20	63	131*	2.5	0.8	15

Going on with the list:
cpd	smiles	Diaph inh CS	FLuc inhib CS	TLR4-MyD88 BLA	APP transl inh	FLuc stim CS
21	CC(=O)N1CCN(C2=Nc3cccc4cccc2c34)CC1	34	-2	2	-7	1
22	CCOC(=O)c1cc[nH]c1C	13	-7	-18	-10	1.1
23	CCCCOc1ncnc2c1[nH]c1ccc(F)cc12	7	10	-11	-45	0.9
24	O=C(COc1ccc([N+](=O)[O-])cc1)NCc1ccncc1	-16	-4	2	-12	1
25	Cn1c(COc2ccccc2)nnc1SCC(=O)NNC(=O)C1CCCCC1	3	-4	1	5	1
26	CC(=O)NCCn1c(SCC(=O)OCc2ccccc2)nc2ccccc2c1=O	11	-5	8	1	1

cpd	APP 5'UTR act	STAT1 activator	NF-kB expr up	Diaph act CS	G6PDH counter
21	7	112	1.4	0.7	56*
22	10	101	1.2	0.9	8
23	45	80	1.2	0.9	-2
24	12	98	0.98	1.2	6
25	-5	100	1.1	1	11
26	-1	103	0.82	0.9	-3
